High-throughput results deposited in PubChem by Sanford-Burnham Center for Chemical Genomics.
UBC13 inh: human UBC13 polyubiquitination inhibition. P61088. UBC13 polyubiquitin chain formation, TR-FRET. inhibition, % at 20 µM. 330,000 tested, 0.47% active; in the data active = inhibition above about 45%, passing the limit was not always enough
Target sequence (P61088 whole entry, looked up): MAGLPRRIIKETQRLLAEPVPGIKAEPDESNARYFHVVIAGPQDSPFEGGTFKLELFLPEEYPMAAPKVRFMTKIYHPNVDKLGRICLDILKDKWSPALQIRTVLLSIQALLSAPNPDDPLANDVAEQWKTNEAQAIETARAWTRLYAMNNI
Jurkat NFkB inh: inhibitors of the PMA/ionomycin-induced NF-kB reporter in Jurkat cells | PMA/ionomycin-induced NF-kB luciferase reporter, luminescence | inhibition, % at 4 µM | 330,000 tested, 0.53% active
SENP8 block: blocks the human protease SENP8; Q96LD8; purified SENP8, Z-RLRGG-aminoluciferin cleavage, luminescence; inhibition, % at 10 µM; 330,000 tested, 1.2% active; AID 2540
Target sequence (Q96LD8 whole entry, looked up): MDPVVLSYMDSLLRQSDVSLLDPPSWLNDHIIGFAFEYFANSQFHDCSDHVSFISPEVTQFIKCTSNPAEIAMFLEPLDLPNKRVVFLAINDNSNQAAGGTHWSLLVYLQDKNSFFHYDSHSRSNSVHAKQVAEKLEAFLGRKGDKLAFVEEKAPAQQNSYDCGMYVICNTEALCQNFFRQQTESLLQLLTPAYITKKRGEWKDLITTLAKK
EBI2 antag: blocks human EBI2 receptor beta-arrestin signaling; P32249; EBI2 beta-arrestin recruitment, luminescence, 7a,25-OHC stimulated; inhibition, % at 5 µM; 360,000 tested, 0.81% active; AID 651636; in the data active = inhibition above about 38%;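 also: enzyme fragment complementation signal reports receptor beta-arrestin coupling in cells; 0% = agonist plus DMSO wells and 100% = wells without agonist; some results beyond the cut were filed as inactive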
Target sequence (P32249 whole entry, looked up, the tested form may be a part): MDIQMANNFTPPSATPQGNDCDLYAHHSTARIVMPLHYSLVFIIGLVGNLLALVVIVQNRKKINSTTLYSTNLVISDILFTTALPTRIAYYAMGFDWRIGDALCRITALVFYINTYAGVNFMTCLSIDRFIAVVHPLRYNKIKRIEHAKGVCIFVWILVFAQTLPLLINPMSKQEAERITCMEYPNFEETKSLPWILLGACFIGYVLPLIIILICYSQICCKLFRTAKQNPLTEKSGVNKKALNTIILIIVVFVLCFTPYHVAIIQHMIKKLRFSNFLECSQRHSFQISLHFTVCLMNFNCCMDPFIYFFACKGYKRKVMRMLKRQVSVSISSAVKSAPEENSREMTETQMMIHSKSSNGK
Gli-Sufu block: Gli-Sufu pathway antagonism. Sufu-KO-LIGHT fibroblasts, Gli luciferase reporter luminescence. inhibition, % at 5 µM. 340,000 tested, 0.74% active;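 active = inhibition above about 55%, limit read from the data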;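 also: 0% = DMSO-treated cells and 100% = wells with medium but no cells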
CCR6 antagonist: CCR6 (human) receptor antagonism; AID 493098; CHO-K1 CCR6 PathHunter beta-arrestin, luminescence, CCL20-stimulated; inhibition, % at 20 µM; 340,000 tested, 0.49% active; P51684;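 active = compounds whose inhibition of the agonist-driven luminescence signal at 20 µM reaches about 50%, limit read from the data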;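 also: cells stimulated with CCL20 at 14 nM final; plate controls were DMSO with CCL20 for no effect and DMSO without agonist for full effect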
Apaf-1 inh: inhibitors of human Apaf-1 apoptosome; O14727; reconstituted apoptosome caspase-3 activity, DEVD-Rh110 fluorescence; inhibition, % at 20 µM; 330,000 tested, 0.71% active; AID 489030; active = inhibition of at least 40% at 20 µM;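 also: plate controls were DMSO wells for no effect and DEVD-CHO caspase inhibitor wells for full effect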
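Material: reconstituted apoptosome with Apaf-1, cytochrome c, caspase-9, procaspase-3, dATP; medium: pH 7.5 Hepes buffer with CHAPS, BSA, DTT; also added: cytochrome c and DEVD-Rh110 substrate; timing: 30 min plus 50 min, RT; signal: Rh110 fluorescence intensity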
697 NFkB inh: inhibitors of the PMA/ionomycin-induced NF-kB reporter in 697 B cells; 697 B-cell NF-kB luciferase reporter, 16 h; inhibition, % at 4 µM; 330,000 tested, 0.33% active; in the data active = inhibition above about 35%
Starred values were filed as active, the others as inactive; x = no result given. Rule as the data show it, unless noted: active = inhibition above about 50%; inactive = the rest.

(1) C=CCN1C(=O)C(Cc2cccc(Cl)c2)S/C1=N/N=C/c1ccco1 (stereo not given)
(2) CCN=C1SC(C(N)=O)CC(=O)N1CC (stereo not given)
(3) COc1ccc(CC(=O)NCC(c2ccc(OC)cc2)N(C)C)cc1 (stereo not given)
(4) Cc1ccsc1/C=C1/CN(C)Cc2c1nc1ccccc1c2C(=O)O
(5) CN(C)S(=O)(=O)c1cccc(-c2cn3cccnc3n2)c1
(6) C/C(=N\NC(=O)Cc1ccccc1)c1ccc(Br)s1
(7) CCOc1ccccc1NC(=O)C1CC2CCCC(C1)C2=O (stereo not given)
(8) Cc1occc1C(=O)NCc1ccccc1
Assay by compound	1	2	3	4	5	6	7	8
UBC13 inh	6	-6	4	-8	17	-6	-4	3
Jurkat NFkB inh	-8	-11	13	-9	16	-11	-15	5
SENP8 block	1	-6	3	-8	0	-13	5	4
EBI2 antag	24	-5	1	-8	10	12	-8	0
Gli-Sufu block	12	0	13	12	0	3	3	14
CCR6 antagonist	20	-7	2	11	2	-6	16	6
Apaf-1 inh	8	4	2	-8	-6	17	4	-4
697 NFkB inh	-9	1	10	8	11	-27	16	21

(9) Cc1cccc(OCCCC(=O)Nc2ccc(S(=O)(=O)Nc3nccs3)cc2)c1C
(10) O=C1Nc2cc(C(=O)N3CCOCC3)ccc2SC1N1CCOCC1 (stereo not given)
(11) O=C(O)c1ccc(NC(=S)NC(=O)c2ccc(-c3ccccc3)cc2)cc1
(12) CC(C)OCCCN1C(=O)c2ccccc2C1C(=O)NC1CCCCC1 (stereo not given)
(13) O=[N+]([O-])c1cccc(-c2nc(-c3cccs3)c(-c3cccs3)[nH]2)c1
(14) CCC(=O)Nc1cccc(C(=O)/C=C/c2cc(Br)ccc2OC)c1
(15) C/C(=N\NC(=O)c1ccccc1)c1ccc(N2CCCCC2)cc1
(16) CCN(CC)CCN(Cc1cc2cc3c(cc2[nH]c1=O)OCCO3)C(=S)NCC(C)C
Assay by compound	9	10	11	12	13	14	15	16
UBC13 inh	4	-8	-8	7	-3	-3	-7	9
Jurkat NFkB inh	24	-16	-5	1	10	29	-58	2
SENP8 block	19	-8	33	-3	2	0	-3	6
EBI2 antag	-10	-7	7	-3	-1	-20	0	14
Gli-Sufu block	2	-1	-21	6	3	-21	-9	-7
CCR6 antagonist	-8	11	25	4	18	23	3	15
Apaf-1 inh	8	-3	10	-14	9	-6	-3	-3
697 NFkB inh	8	-11	-41	16	22	-47	-56	3

(17) CCOc1ccc(Oc2ccccc2NC(=O)C2=COCCO2)cc1
(18) O=C(/C=C/c1ccc2c(c1)OCO2)NCCSCc1c(Cl)cccc1Cl
(19) COc1ccc2oc(C)c(C(=O)c3ccccc3)c2c1
(20) N#CC(C#N)=C1C(=O)N(CCN2CCCCC2)c2ccccc21
(21) COc1ccc(C2c3c(ccc4ccccc34)Oc3ncn4nc(Cc5ccc(OC)c(OC)c5)nc4c32)cc1 (stereo not given)
(22) COc1ccc(/C=C2/SC(=O)N(NS(=O)(=O)c3ccccc3)C2=S)cc1OC
(23) COc1ccc(S(=O)(=O)N2CCOCC2)cc1NC(=O)CC1CC2CCC1C2 (stereo not given)
(24) O=C(NCCc1ccc(Cl)cc1)C1CCN(c2ncccn2)CC1
Assay by compound	17	18	19	20	21	22	23	24
UBC13 inh	1	1	14	-2	-4	-8	-1	9
Jurkat NFkB inh	7	-12	8	-11	27	15	13	7
SENP8 block	11	-2	-1	3	2	-11	9	-8
EBI2 antag	-22	33	8	1	x	-13	-5	6
Gli-Sufu block	-1	12	-3	-1	x	-2	2	0
CCR6 antagonist	26	18	15	1	x	14	9	-7
Apaf-1 inh	18	16	4	30	8	-4	0	-6
697 NFkB inh	1	14	4	6	-5	16	17	11

(25) C=CCn1c(-c2cc3cccc(OC)c3o2)n[nH]c1=S
(26) Cc1ccc(-c2cc(-c3nnc(SCC(=O)NCC(C)C)n3N)c3ccccc3n2)cc1
(27) O=c1[nH]cnc2scc(-c3ccsc3)c12
(28) COc1ccc(COC(=O)c2ccc(N3CCCC3=O)cc2)cc1F
(29) CCOC(=O)CSc1ncnc2c1cnn2-c1ccc(C)cc1C
(30) CCOc1cc(/C=N\NC(=O)c2c(C)nc3ccccn23)ccc1O
(31) Cc1ccc(-n2nc3c(=O)n(CC(=O)NCc4ccccc4Cl)nc(C)c3c2C)cc1
(32) O=C(O)CC1(CC(=O)Nc2ccc(Br)cc2)CCCCC1
Assay by compound	25	26	27	28	29	30	31	32
UBC13 inh	-1	12	8	6	-14	-1	7	-12
Jurkat NFkB inh	-11	9	12	5	-7	27	12	-13
SENP8 block	-9	-9	-5	-3	-5	5	5	-2
EBI2 antag	-13	2	2	22	1	1	1	-3
Gli-Sufu block	7	-5	8	-10	18	8	7	-2
CCR6 antagonist	3	-20	14	5	6	9	16	8
Apaf-1 inh	10	12	-1	2	-1	-1	8	15
697 NFkB inh	4	13	11	12	15	13	9	11

(33) COc1ccccc1NC(=O)c1ccc(NC(=O)c2cc3c(s2)CCC3)cc1
(34) COc1ccc(NC2c3ccccc3C(=O)N2Cc2ccc3c(c2)OCO3)cc1 (stereo not given)
(35) O=C(NCCc1ccc(F)cc1)C1CCCCC1
(36) O=c1c(C(c2ccc(Br)cc2)c2c(O)nc3n(c2=O)CCS3)c(O)nc2n1CCS2
(37) CCCCC(CCC(=O)Nc1nccs1)C(=O)O (stereo not given)
(38) CCN(C(=O)C(C)N1C(=O)/C(=C/c2cccs2)SC1=S)C1CCS(=O)(=O)C1 (stereo not given)
(39) CCC(COC(C)=O)Nc1nc2c([nH]1)c(=O)n(C)c(=O)n2C (stereo not given)
(40) Cc1ccc(S(=O)(=O)N2CCN(C(=O)CC(C)n3nc(C)c(Cl)c3C)CC2)cc1C (stereo not given)
Assay by compound	33	34	35	36	37	38	39	40
UBC13 inh	34	4	-6	-4	-16	-15	4	1
Jurkat NFkB inh	24	5	-9	-18	-10	11	7	20
SENP8 block	0	-14	0	-9	-4	6	2	-5
EBI2 antag	-4	-3	7	2	-8	7	-4	10
Gli-Sufu block	15	-9	-15	6	5	7	4	6
CCR6 antagonist	11	12	9	-6	-8	16	-3	-4
Apaf-1 inh	2	15	-8	-8	1	-8	-25	12
697 NFkB inh	-21	-8	-8	1	-16	-1	2	8

In a second layout: results already given
cpd | mol | UBC13 inh | Jurkat NFkB inh | SENP8 block | EBI2 antag | Gli-Sufu block | CCR6 antagonist | Apaf-1 inh | 697 NFkB inh
29 | CCOC(=O)CSc1ncnc2c1cnn2-c1ccc(C)cc1C | -14 | -7 | -5 | 1 | 18 | 6 | -1 | 15
30 | CCOc1cc(/C=N\NC(=O)c2c(C)nc3ccccn23)ccc1O | -1 | 27 | 5 | 1 | 8 | 9 | -1 | 13
31 | Cc1ccc(-n2nc3c(=O)n(CC(=O)NCc4ccccc4Cl)nc(C)c3c2C)cc1 | 7 | 12 | 5 | 1 | 7 | 16 | 8 | 9
32 | O=C(O)CC1(CC(=O)Nc2ccc(Br)cc2)CCCCC1 | -12 | -13 | -2 | -3 | -2 | 8 | 15 | 11
33 | COc1ccccc1NC(=O)c1ccc(NC(=O)c2cc3c(s2)CCC3)cc1 | 34 | 24 | 0 | -4 | 15 | 11 | 2 | -21
34 | COc1ccc(NC2c3ccccc3C(=O)N2Cc2ccc3c(c2)OCO3)cc1 (stereo not given) | 4 | 5 | -14 | -3 | -9 | 12 | 15 | -8
35 | O=C(NCCc1ccc(F)cc1)C1CCCCC1 | -6 | -9 | 0 | 7 | -15 | 9 | -8 | -8
36 | O=c1c(C(c2ccc(Br)cc2)c2c(O)nc3n(c2=O)CCS3)c(O)nc2n1CCS2 | -4 | -18 | -9 | 2 | 6 | -6 | -8 | 1
37 | CCCCC(CCC(=O)Nc1nccs1)C(=O)O (stereo not given) | -16 | -10 | -4 | -8 | 5 | -8 | 1 | -16

(further entries)
(41) O=C(N1CCOCC1)C12CCC3CC(CC(C3)C1)C2
(42) COc1ccc(C/C(C)=N/NC(=S)Nc2ccccc2)cc1
(43) Cc1ccc(C(=O)NCc2ccc(Cl)cc2)o1
(44) COc1ccccc1N1CCN(C(=O)c2ccc(S(=O)(=O)N3CCCC3)cc2)CC1
(45) COc1cc([N+](=O)[O-])cc(/C=N/NC(=O)C(C)Nc2ccccc2C)c1O (stereo not given)
(46) Cc1ccc(NC(=O)CN2CCCC2c2cccs2)cc1S(=O)(=O)N1CCCCC1 (stereo not given)
(47) CCOC(=O)N1CCN(c2nc(-c3ccccc3)c3cc(C)ccc3n2)CC1
(48) CCc1ccc(OS(=O)(=O)c2cn(C)c(=O)n(C)c2=O)cc1
Assay by compound	41	42	43	44	45	46	47	48
UBC13 inh	0	-2	4	4	-58	10	19	9
Jurkat NFkB inh	-10	-50	5	0	-4	3	7	0
SENP8 block	0	7	-3	-2	1	0	-6	9
EBI2 antag	6	-10	-1	-3	69*	-2	8	-5
Gli-Sufu block	5	-36	-13	-11	1	8	-1	2
CCR6 antagonist	-9	-3	-3	10	42	26	18	-3
Apaf-1 inh	-2	1	1	7	7	13	26	-2
697 NFkB inh	-11	-35	-4	12	-6	-10	-8	12

(49) O=C(Cc1ccc(S(=O)(=O)N2CCOCC2)s1)NCCC(c1ccccc1)c1ccccc1
(50) CC1C(=O)CC(c2ccc([N+](=O)[O-])cc2)NC1c1ccc([N+](=O)[O-])cc1 (stereo not given)
(51) CCc1ccc2[nH]c(=O)c(CN(Cc3ccco3)S(=O)(=O)c3ccc4c(c3)OCCO4)cc2c1
(52) CC1(C)CC(=O)C2=C(C1)OC(N)=C(C#N)C21C(=O)N(CN2CCOCC2)c2ccccc21 (stereo not given)
(53) COc1ccccc1NC(=S)N(Cc1ccccc1)Cc1ccccn1
(54) O=c1oc2cc(O)ccc2s1
(55) COc1ccc(-c2cc(C(=O)N3CC4(C)CC3CC(C)(C)C4)no2)cc1OC (stereo not given)
(56) CC(C)NC(=O)COc1nncc2ccccc12
(57) CCN(CC)C(=O)CC(c1ccc2c(c1)OCO2)c1c(OC)cc(OC)c2c(-c3ccccc3)cc(=O)oc12 (stereo not given)
Assay by compound	49	50	51	52	53	54	55	56	57
UBC13 inh	-17	-4	2	-5	-2	4	1	0	9
Jurkat NFkB inh	3	-1	-4	2	-5	3	-12	16	-1
SENP8 block	1	-3	6	-6	-2	2	2	-1	2
EBI2 antag	7	12	3	-14	-3	-1	16	-5	2
Gli-Sufu block	4	22	-4	5	7	37	17	-28	17
CCR6 antagonist	18	7	-1	-5	5	-2	2	9	6
Apaf-1 inh	31	12	3	1	3	-9	20	-2	18
697 NFkB inh	-57	-10	-7	-10	2	35	-26	9	5

Only part of the results is shown; rates above refer to the full screens.
